# GALR2 antag – blocks the human galanin receptor 2; O43603; GALR2-expressing cells, antagonist mode; inhibition, % at 4 µM; actives 0.39% (n = 140,000); AID 828; in the data active = inhibition above about 27%;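 also: cells stimulated with galanin 1-16 at roughly its EC80; 0% = agonist challenge control and 100% = basal control without agonist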
# Target sequence (O43603 whole entry, looked up): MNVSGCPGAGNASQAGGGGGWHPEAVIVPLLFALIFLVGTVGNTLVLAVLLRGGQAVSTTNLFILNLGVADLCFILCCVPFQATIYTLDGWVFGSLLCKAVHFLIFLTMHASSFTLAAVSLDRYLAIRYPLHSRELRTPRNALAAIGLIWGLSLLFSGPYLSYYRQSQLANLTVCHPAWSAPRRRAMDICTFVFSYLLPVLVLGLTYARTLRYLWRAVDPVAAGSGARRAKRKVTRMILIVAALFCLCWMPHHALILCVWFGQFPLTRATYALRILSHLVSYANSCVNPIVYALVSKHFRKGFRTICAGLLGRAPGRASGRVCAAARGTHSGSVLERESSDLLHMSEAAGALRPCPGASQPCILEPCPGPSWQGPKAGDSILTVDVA
# MRP1 act – activators of MRP-1 | actives 0.61% (n = 140,000) | H69AR cells + doxorubicin, viability rescue, CellTiter-Glo | viability increase, % at 10 µM;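 active = viability gain under doxorubicin at or above a set limit, the compound median plus 3 SD, cut at about 4.7% in these data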;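 also: MRP-1 overexpressing cells given doxorubicin 25 µM after compound pretreatment; 18-22 h compound pretreatment then 72 h with doxorubicin before readout; 0% = doxorubicin-only wells and 100% = vehicle-treated cells without doxorubicin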
# Measles CPE – protection of cells from measles virus; Measles virus-infected cells, CPE protection, absorbance; protection (pct of control), % at 4 µM; actives 1.5% (n = 140,000); AID 841; in the data active = protection mostly above about 24%, no sharp cut-off; inactive = mostly below about 26%; also: some compounds called inactive have numbers as strong as hits
# Yeast lifespan up – yeast lifespan extension. AID 775. actives 0.68% (n = 130,000). inhibition of the nicotinamide effect, % at 10 µM. S. cerevisiae growth with nicotinamide, OD615; deaD strain in restrictive glucose medium;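 active = inhibition above a set limit, placed 3 SD over the median of all compounds, cut at about 26% in these data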;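 also: 0% = nicotinamide-treated wells and 100% = cells grown without nicotinamide; some compounds called inactive have numbers as strong as hits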
#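 Assay system: DeaD-strain S. cerevisiae. Medium: CSMM-D glucose medium, restrictive. Reagent: nicotinamide, 1.5 mM, co-present with compound. Compound: 10 µM single point, 0.25% DMSO. Schedule: culture preincubation 4 h, compound exposure 48 h, both 30 °C. Detection: absorbance at 615 nm.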
# Yeast growth inh – reduces growth of yeast BB579 in restrictive medium; S. cerevisiae BB579 growth, OD615, 48 h; inhibition, % at 10 µM; actives 0.51% (n = 140,000);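 active = inhibition above a set limit, 3 SD over the mean compound inhibition, cut at about 44% in these data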; also: inactives centre near -24
#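 test system = yeast BB579 (DeaD) | buffer or medium = restrictive CSMM-D medium | doses = single compound dose of 10 µM, 0.25% DMSO final | times = 4 h preincubation and 48 h exposure at 30 °C | technique = culture absorbance at 615 nm | benchmarks = amphotericin B 10 µg/mL, positive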
# NPY Y2 blocker – antagonists of human neuropeptide Y receptor Y2; NPY-Y2 expressing cells, antagonist mode; actives 0.99% (n = 140,000); inhibition, % at 2.7 µM; P49146; in the data active = inhibition above about 17%;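 also: 0% = vehicle with agonist challenge and 100% = reference antagonist with challenge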
# Target sequence (P49146 whole entry, looked up): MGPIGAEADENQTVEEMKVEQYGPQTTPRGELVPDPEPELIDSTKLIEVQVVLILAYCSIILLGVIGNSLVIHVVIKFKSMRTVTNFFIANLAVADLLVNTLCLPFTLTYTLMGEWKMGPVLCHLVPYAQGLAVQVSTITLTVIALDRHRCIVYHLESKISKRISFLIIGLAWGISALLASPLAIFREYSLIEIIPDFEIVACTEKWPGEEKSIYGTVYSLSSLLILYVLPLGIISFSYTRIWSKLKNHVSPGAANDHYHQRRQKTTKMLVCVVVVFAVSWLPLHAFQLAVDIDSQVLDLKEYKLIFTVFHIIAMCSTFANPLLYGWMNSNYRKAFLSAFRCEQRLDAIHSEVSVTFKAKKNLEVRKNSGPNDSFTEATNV
# HCT116 bCat-KO – beta-catenin-lacking colon tumor cell growth suppression. HCT116 beta-catenin knockout viability, CellTiter-Glo, 60 h; hits give low values. viability, % at 10 µM. actives 1.5% (n = 140,000);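 active = viability at or under a set limit, the compound median less 4 SD, cut at about 6% in these data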;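 also: 0% = Hyamine 1622 control at 20 µM and 100% = untreated cell control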
# E-sel TNF inh – TNF alpha driven E-selectin expression inhibition; actives 0.71% (n = 120,000); AID 1246; HUVEC TNFa-induced E-selectin immunofluorescence, high content; inhibition, % at 2 µM;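 active = inhibition above the batch mean plus 3 SD, and confirmed as a hit on visual image review, cut at about 43% in these data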;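 also: 0% = TNF-stimulated DMSO wells and 100% = unstimulated control wells; not every result past the cut was called active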
# Phagocyt inh – macrophage phagocytosis inhibition. J774A.1 macrophage IgG-bead phagocytosis, imaging. inhibition, % at 5 µM. actives 0.07% (n = 110,000). AID 1029;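 active = inhibition above the mean of the plate negative controls plus 5 SD, cut at about 13% in these data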;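 also: phagocytic index as fraction of beads internalized from green versus red external bead signal; plate controls were DMSO negative control for no effect and cytochalasin-D positive control for full effect; some results beyond the cut were filed as inactive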
# PTEN del growth – PTEN-deleted cell growth suppression | HCT116 PTEN-null viability, CellTiter-Glo, 60 h; hits give low values | viability, % at 10 µM | actives 1.2% (n = 140,000);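 active = viability at or below a set limit, 4 SD under the median of all tested compounds, cut at about 3.7% in these data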;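 also: PTEN knockout HCT116 line with beta catenin targeted HCT116 as companion control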
# Starred values were filed as active, the others as inactive; · = no result given.
structure	GALR2 antag	MRP1 act	Measles CPE	Yeast lifespan up	Yeast growth inh	NPY Y2 blocker	HCT116 bCat-KO	E-sel TNF inh	Phagocyt inh	PTEN del growth
CC(Oc1ccc(-c2ccccc2)c(F)c1)c1ccn(S(=O)(=O)c2ccc(Cl)cc2)n1 (centres undefined)	-6.2	2.6	8.8	12.0	-73.1	-5.0	64.2	24.0	·	63.5
O=C(Nc1cccc(S(=O)(=O)N2CCOCC2)c1)c1cc2c(s1)CCC2	0.7	-3.4	7.9	-10.7	-16.7	4.6	80.3	8.5	-1.5	77.8
O=c1ccc2cc3c([nH]c4ccc(Br)cc43)oc-2c1O	2.8	0.4	3.9	-10.7	-74.0	0.6	97.6	8.6	·	99.8
Cc1ccc(S(=O)(=O)N2CCC(C(=O)N3CCC[C@H]3C(=O)NCc3ccco3)CC2)cc1	-10.3	-2.8	29.9	-12.1	-42.2	1.9	104.9	·	-0.8	98.3
O=C(CSc1nccc(=O)[nH]1)Nc1ccc(Br)c(Cl)c1	17.3	-1.6	20.3	-1.8	-42.8	10.4	99.8	4.9	-1.1	96.2
CCCC(=O)Nc1nnc(Sc2ccc(N(C)C)cc2)s1	-3.1	-1.1	22.3	-4.6	-39.0	2.1	103.5	-1.1	-1.1	90.2
NC(=O)/C=C\C(=O)Nc1cccc(C(F)(F)F)c1	-7.2	-4.5	5.3	-7.3	-44.7	0.8	81.2	9.6	-2.3	73.1
Clc1ccc(OCc2nn3c(C4CCCCC4)nnc3s2)cc1	-1.6	-2.9	5.0	-22.5	-6.2	8.5	89.7	-26.3	-0.3	77.7
COc1ccc(S(=O)(=O)N(CCc2ccccc2)CC(=O)NCCCO)cc1	16.1	-1.5	14.2	-5.6	-4.0	7.5	94.7	-65.4	2.1	97.9
CCOc1ccc(-c2nc(C#N)c(NCc3ccc4c(c3)OCO4)o2)cc1	1.2	-1.2	6.0	-2.2	-16.1	9.0	101.0	·	0.0	89.5
Cc1cccc(C(=O)c2cnc3ccccc3c2-c2ccccc2)c1	-12.2	5.0*	16.6	18.2	-10.8	15.0	70.6	-4.2	1.3	67.1
O=C(O)CC(c1cccc(Cl)c1)n1cccc1 (centres undefined)	2.8	-0.6	18.0	-8.8	-68.9	5.4	93.8	1.9	-2.0	104.0
O=[N+]([O-])c1ncn(Cc2ccccc2Cl)n1	9.9	-1.3	5.9	7.7	-8.3	0.0	100.9	·	·	95.9
O=C(CSc1nc2ccccc2nc1SCC(=O)N1CCOCC1)N1CCOCC1	-8.0	-0.5	12.7	-10.3	6.5	2.3	98.2	-11.5	-0.8	113.0
O=C(Nc1ccc2c(c1)OCO2)N1CCN(C/C=C/c2ccccc2)CC1	6.7	-4.0	20.3	-10.3	2.4	2.8	103.1	0.5	-1.2	91.5
COc1ccc(-c2cc(C(=O)NN)[nH]n2)cc1	-1.9	-1.1	13.4	-6.8	-34.8	0.7	82.9	9.6	·	87.8
CC(=O)C1=C(Nc2ccc(C)cc2)CC(C)(O)C(C(C)=O)C1c1ccco1 (centres undefined)	5.1	-1.0	10.6	-4.0	-48.5	0.6	84.7	18.4	-1.6	94.8
COc1cccc2sc(Nc3nc(-c4cc5ccccc5oc4=O)cs3)nc12	-6.1	-4.9	2.2	-8.8	23.1	3.1	91.8	16.7	1.1	101.7
O=c1[nH]c2ccccc2nc1/C=C(\O)C(F)F	7.1	0.5	20.3	-2.1	0.2	3.6	99.2	·	-1.2	100.6
CCOc1cccc(CNn2cnnc2)c1OCc1ccccc1Cl	2.3	-2.5	6.1	-17.5	-34.9	1.4	84.8	-50.2	-0.1	87.6
CCCCSc1nnc(CNC(=O)C23CC4CC(CC(C4)C2)C3)n1Cc1ccccc1	-8.6	-1.6	4.0	0.3	-6.7	0.1	93.7	1.9	-3.0	95.8
O=C(C1CC1)N1CCN=C1SCc1ccccc1Cl	-0.9	1.3	1.9	-8.1	-16.7	2.3	102.2	14.1	-0.4	90.7
COc1cccc(NC(=O)N2CCCC2C(=O)NC(C)C)c1 (centres undefined)	3.4	-1.4	15.3	-12.3	-11.7	-0.7	99.9	-21.6	1.0	99.7
COc1cc(NC(=O)c2ccccc2[N+](=O)[O-])ccc1NC(=O)C(C)C	2.5	2.3	25.6	8.4	-13.5	2.0	101.3	-12.7	-5.7	106.8
Clc1ccccc1CNc1ncnc2nc[nH]c12	10.4	-3.5	20.5	-5.7	-10.5	5.2	87.5	4.2	1.1	86.1
CCc1ccc(-n2c(C)cc(/C=N/NC(=O)OC)c2C)cc1	6.3	-2.8	5.8	-0.6	-16.6	-1.7	56.3	34.0	-12.2	58.5
CCCC1(CCC)NC(=O)N(CC(=O)Nc2cccc(OC)c2)C1=O	9.1	-0.9	11.8	0.5	-20.4	-0.1	95.0	15.6	0.6	98.7
CCOC(=O)c1cc(NC(=O)c2c(C)noc2C)cc(C(=O)OCC)c1	-3.8	-3.0	4.5	5.5	-37.4	-1.4	91.4	-8.2	-4.7	87.4
N#Cc1nc(-c2ccccc2Cl)oc1N1CCCCC1	4.3	-2.0	3.0	-23.9	-64.2	1.3	87.6	-11.8	-1.1	80.0
Cc1ccc(C(C(=O)NC2CCCC2)N(Cc2ccc(F)cc2)C(=O)c2csnn2)o1 (centres undefined)	13.7	-1.5	2.2	8.2	-7.5	10.8	99.6	21.8	-0.3	85.9

# 2 entries drawn at random from those above, as already listed:
structure	GALR2 antag	MRP1 act	Measles CPE	Yeast lifespan up	Yeast growth inh	NPY Y2 blocker	HCT116 bCat-KO	E-sel TNF inh	Phagocyt inh	PTEN del growth
COc1cccc(NC(=O)N2CCCC2C(=O)NC(C)C)c1 (centres undefined)	3.4	-1.4	15.3	-12.3	-11.7	-0.7	99.9	-21.6	1.0	99.7
Clc1ccccc1CNc1ncnc2nc[nH]c12	10.4	-3.5	20.5	-5.7	-10.5	5.2	87.5	4.2	1.1	86.1

# Carrying on.
structure	GALR2 antag	MRP1 act	Measles CPE	Yeast lifespan up	Yeast growth inh	NPY Y2 blocker	HCT116 bCat-KO	E-sel TNF inh	Phagocyt inh	PTEN del growth
Cc1noc2ncnc(Sc3ccc(Cl)cc3)c12	17.6	-5.1	23.1	-7.1	35.0	11.1	83.0	-4.7	0.6	83.2
O=C(CSc1ncccn1)NN=C1CCCCCCC1	8.9	-0.8	8.6	-14.7	-7.8	-0.2	89.0	5.0	-0.1	104.7
COC(=O)C1=C(C)N(Cc2ccco2)C(=O)C1	-0.1	-1.7	14.4	-5.3	-30.3	4.3	100.0	-16.0	-0.1	100.6
Cn1cccc1CC(=O)NNC(=S)Nc1ccc(Cl)cc1	-3.8	-1.1	11.2	1.1	-10.6	-0.2	87.7	·	-6.3	92.8
CC(CCc1ccccc1)N1CCN(Cc2ccccc2)CC1 (centres undefined)	1.2	-2.9	39.2	3.4	-14.3	2.6	90.9	·	-4.0	87.2
CCOC(=O)c1cnc2c(C)cccc2c1NCc1ccco1	-25.0	-3.9	7.1	-11.2	-51.4	12.5	65.9	5.5	-0.7	61.7
CCCCN1C(=O)C(O)=C(C(C)=O)C1c1ccc(OC)cc1OC (centres undefined)	-2.4	-1.7	2.1	-2.6	-36.7	5.7	96.7	·	-1.5	102.2
O=C(Cn1nnc2ccccc21)N/N=C\C=C\c1ccccc1	-0.2	-1.6	0.9	-22.7	-45.4	6.0	85.4	-25.7	-5.7	84.7
Cc1ccc2c(c1)c1c(n2CC(O)Cn2nc(C)c(Br)c2C)C(=O)CCC1 (centres undefined)	-8.5	-0.2	2.7	-8.6	-44.1	1.3	83.0	21.0	5.0	90.1
Cc1cc2ccccc2n2c(SCC(=O)Nc3ccc(S(=O)(=O)N4CCC(C)CC4)cc3)nnc12	-8.6	0.1	9.9	0.3	-13.7	2.7	76.9	·	·	73.8
Cc1ccc(N(C(=O)Cn2nnc3ccccc32)C(C(=O)NCc2ccco2)c2cccnc2)cc1 (centres undefined)	4.2	-3.0	5.6	-4.7	-22.4	5.9	92.9	-19.4	3.2	95.7
C[C@H](N)c1nnc(SCC(=O)N(C)C)o1	3.5	0.5	7.6	-13.6	-9.7	2.1	96.7	-58.5	-0.7	99.0
CCn1nnc(NC(=O)c2c(OC)cccc2OC)n1	-11.4	-2.0	4.6	-1.1	-23.0	-3.0	90.4	·	-0.5	96.2
O=C(c1cccc(S(=O)(=O)NCc2ccccc2)c1)N1CCN(Cc2ccccc2)CC1	2.2	-3.8	4.1	-10.5	2.0	-1.0	80.6	-8.5	·	82.9
Cc1cccc(NC(=S)NC(NC(=O)OCc2ccccc2)C(Cl)(Cl)Cl)c1 (centres undefined)	-7.1	-1.8	8.9	-4.5	-20.8	0.7	81.0	-2.9	0.1	72.8
C=CCOc1ccc2c(c1)C(=NO)c1cc(OCC=C)ccc1-2	-2.8	0.8	18.1	-0.8	-26.9	2.7	43.6	-1.5	·	43.1
O=C(CN1C(=O)c2ccccc2S1(=O)=O)NCc1ccccc1Cl	-8.0	0.3	12.3	-2.0	-24.2	1.1	101.2	·	-0.4	109.2
Cc1ccc(OCC(=O)N/N=C/C=C/c2ccco2)cc1C	-0.6	-0.4	22.1	-2.7	-35.6	9.2	91.4	·	-5.5	105.8
COc1ccccc1N1CCN(CCCCOc2cccc3ccccc23)CC1	-9.3	-2.7	18.6	-2.5	-9.2	15.8	55.2	9.9	7.5	56.5
CCOC(=O)C1C(=O)NC(C)C1c1ccccc1 (centres undefined)	3.6	-3.2	4.3	-12.6	0.7	2.1	94.3	·	·	97.6
COc1ccc(Cl)cc1-c1n[nH]c(=S)n1C1CCCCC1	-0.8	-3.5	3.5	-5.1	-50.2	10.6	90.1	20.7	-0.5	89.4
FC(F)(F)c1cc(-c2cccs2)nc(-n2cc(Cl)cn2)n1	-14.7	-1.0	27.2	-6.2	-23.9	5.6	86.8	4.6	-0.9	95.9
CCOc1ccc(-c2csc(Cn3c(CN4CCN(C)CC4)nc4ccccc4c3=O)n2)cc1	8.4	-5.6	4.4	-2.0	-16.9	5.3	71.9	·	2.1	66.6
COC(=O)CN(C(=S)Nc1ccccc1)C1CC(=O)N(c2ccc(OC)cc2)C1=O (centres undefined)	6.9	-2.0	3.6	-10.5	-46.7	3.7	94.8	-5.9	·	93.9
CCCCCSc1nnc(-c2cc(Br)ccc2N)c(=O)[nH]1	-2.3	-1.7	21.2	0.5	-9.8	8.4	97.7	·	-3.4	90.5
CCCCNC(=O)CN1C(=O)C(CC)Oc2ccc(Cl)cc21 (centres undefined)	3.5	-2.0	16.4	-0.6	-31.6	22.5*	87.5	·	-2.2	83.8
COC(=O)c1c(NC(=O)c2ccc(Br)s2)sc2c1CCC2	1.7	-2.5	5.2	1.8	-53.1	3.0	82.8	10.7	-1.6	79.9
COc1ccc(Cl)cc1NC(=O)NCCCl	-1.1	-0.8	7.0	-20.1	-5.3	4.0	96.0	-1.8	0.3	87.0

# Screening results (PubChem BioAssay)
